Assay outcomes deposited in PubChem BioAssay by National Center for Advancing Translational Sciences (NCATS).
TRb SRC2 PPI: inhibitors of human thyroid hormone receptor beta-SRC2 interaction | 280,000 tested, 0.065% active | TRbeta-SRC2 peptide binding, fluorescence polarization; receptor liganded with 1 µM T3 | Potency, µM (top dose mostly 106 µM), without a hit: at the highest dose activity change, negative = inhibition, most hits filed as inhibitors;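 further: plate controls were bound peptide for no effect and peptide without receptor for full effect; nearly all actives have a fitted effect of over 50% in size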
Target sequence (P10828 whole entry, looked up): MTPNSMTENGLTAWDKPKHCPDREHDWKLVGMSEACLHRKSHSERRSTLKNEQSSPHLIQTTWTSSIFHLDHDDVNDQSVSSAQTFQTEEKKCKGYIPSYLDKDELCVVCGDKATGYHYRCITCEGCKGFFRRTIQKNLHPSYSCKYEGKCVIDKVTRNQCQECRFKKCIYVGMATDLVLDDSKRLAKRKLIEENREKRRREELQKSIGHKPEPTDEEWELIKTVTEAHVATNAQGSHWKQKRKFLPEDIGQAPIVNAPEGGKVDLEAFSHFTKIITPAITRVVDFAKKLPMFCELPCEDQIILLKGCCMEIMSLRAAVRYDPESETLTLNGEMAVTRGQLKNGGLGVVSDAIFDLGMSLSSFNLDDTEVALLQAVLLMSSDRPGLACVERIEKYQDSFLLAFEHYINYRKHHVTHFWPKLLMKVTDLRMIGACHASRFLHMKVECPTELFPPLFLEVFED
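Compounds were added to 0.6 uM TRb ligand-binding domain and 20 nM Texas Red-labeled SRC2 peptide in Tris buffer containing 1 uM T3, incubated 5 hr at ambient temperature, then read by fluorescence polarization.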
L3MBTL1 block: blocks human L3MBTL1 | AID 485360 | Potency, µM (highest dose often 57.1 µM), without a hit: at the top dose activity, negative = inhibition, most hits filed as inhibitors | Q9Y468 | 230,000 tested, 0.66% active | AlphaScreen L3MBTL1–H3K9me1 peptide binding; further: on the % scale 0 is the no-effect control and ±100 the full control effect; nearly all actives have a fitted effect of over 60% in size
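L3MBTL1 (50 nM) pre-complexed 30 min with biotinylated H3(1-15)K9me1 peptide (75 nM), then compounds added for 30 min at room temperature; AlphaScreen streptavidin donor/nickel chelate acceptor beads (10 ug/mL final) read after 30 min dark incubation.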
Tau fluor counter: counter-screen for tau fibril formation inhibitors. AID 1463. Potency, µM (top dose mostly 57.7 µM), without a hit: at the top dose activity change, negative = decrease. tau K18 P301L Alexa594 fluorescence, heparin fibrillization. 280,000 tested, 0.93% active; further: on the % scale 0 is the no-effect control and ±100 the full control effect; nearly all actives have a fitted effect of over 55% in size
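Human K18 P301L tau (15 uM unlabeled plus 0.24 uM Alexa 594-labeled, final) in 100 mM sodium acetate pH 7 was mixed with compound and 20 uM heparin and incubated 6 hr at 37 C.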
RECQ1 helicase: RECQ1 (human) helicase inhibition; P46063; RECQ1 DNA unwinding, red fluorescence kinetic read; Potency, µM (doses to about 57.3 µM), for inactives: top-dose activity, negative = inhibition, actives largely listed as inhibitors; 240,000 tested, 0.54% active; AID 2549;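 further: plate controls were vehicle for no effect and no enzyme for full effect; nearly all actives have a fitted effect of over 30% in size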
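RECQ1T1 50 nM; forked duplex (20 bp + 30-nt ss tails) 200 nM, ATP 2 mM final; pH 8.0, 2 mM MgCl2, 2.5 ug/ml poly(dI-dC); 15 min compound preincubation; discontinuous kinetic read over 2 h at RT.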
Tau FP inhib: inhibitors of human tau fibril formation. P10636. K18 P301L tau heparin fibrillization, Alexa594 FP, 6 h. Potency, µM (top dose mostly 57.7 µM), for inactives: top-dose activity, negative = inhibition, actives largely listed as inhibitors. 280,000 tested, 0.39% active. AID 1468; further: on the % scale 0 is the no-effect control and ±100 the full control effect; nearly all actives have a fitted effect of over 55% in size
Target sequence (P10636 561-689 P618L limits assumed): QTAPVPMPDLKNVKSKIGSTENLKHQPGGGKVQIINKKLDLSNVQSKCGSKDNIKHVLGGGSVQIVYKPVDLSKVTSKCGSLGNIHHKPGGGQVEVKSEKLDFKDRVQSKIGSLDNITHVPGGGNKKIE
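Heparin (20 uM) drove fibril formation of recombinant tau K18 P301L, 15 uM unlabeled with 0.24 uM Alexa 594 label, for 6 hr at 37 C in 100 mM sodium acetate pH 7. Fluorescence polarization (555/632 nm) read 1 hr after 30 uM ThT.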
HTT cytoprotect: protects HTT-Q103 PC12 cells, measured by ATP | Potency, µM (series often up to 56.4 µM), without a hit: cytoprotection (ATP increase), hits mostly activators | AID 1471 | PC12 HTT-Q103 induced, cytoprotection, ATP luminescence, 40 h | 230,000 tested, 0.14% active;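 further: % of control where 0% means no effect; nearly all actives have a fitted effect of over 45% in size; toxic huntingtin expression switched on by the ecdysone agonist tebufenozide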
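Compounds added alongside 100 nM tebufenozide, which induces toxic Q103 huntingtin exon 1-GFP in stable PC12 cells; surviving cells quantified by luminescent ATP measurement. Medium: phenol red-free DMEM, 5% equine and 5% calf serum.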
TexasRed fluor: alters Texas Red total fluorescence, flagging assay interference. TRb/SRC2 Texas Red total fluorescence interference. Potency, µM (titrated, usually from 106 µM), for the others: top-dose fluorescence change, negative = quenching. 280,000 tested, 0.29% active. AID 1479; active means well fitted curve in either direction with a large enough effect; inconclusive means small, poorly fitted or top-dose-only effect; further: on the % scale 0 is the no-effect control and ±100 the full control effect
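Human TRβ ligand-binding domain (0.6 uM) and Texas Red SRC2 peptide (20 nM) in Tris buffer with 1 uM T3 and 5% DMSO were incubated with pinned compound for 5 hr at ambient temperature. Total fluorescence was computed as S + 2P (555/632 nm).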
Tau ThT inhib: tau fibrillization inhibition (ThT binding). P10636. recombinant tau K18 P301L (four-repeat tau fragment), heparin-induced fibrillization, ThT fluorescence. Potency, µM (highest dose often 57.4 µM), without a hit: at the highest dose activity, negative = inhibition, most hits filed as inhibitors. 270,000 tested, 2.1% active; further: on the % scale 0 is the no-effect control and ±100 the full control effect; nearly all actives have a fitted effect of over 55% in size
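In this qHTS, human K18 P301L tau is incubated with compound and heparin for 6 hr at 37 C, and Thioflavin T fluorescence then reports fibril load.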
Numbers without * were called inactive; i = inactive; ? = inconclusive; · = no result given; [ ] = another dose, or the depositor's remark. Unless noted, the call rests on the fitted dose curve; in most records, active means well fitted curve in the direction sought with a large enough effect; inconclusive means small, poorly fitted or top-dose-only effect, or another doubt; inactive means no such curve, though single readings can be large; an effect the other way counts as inactive or inconclusive. Potency means the concentration at half of the fitted maximal effect.

No. | SMILES | TRb SRC2 PPI | L3MBTL1 block | Tau fluor counter | RECQ1 helicase | Tau FP inhib | HTT cytoprotect | TexasRed fluor | Tau ThT inhib
1 | CN1CCN(c2ccc(NC(=O)c3sc4ccccc4c3Cl)cc2)CC1 | 2% | 4% | ? | -7% | 4% | -64%[inhibitor] | -6% | 5µM*
2 | CS(=O)(=O)N(Cc1ccccc1)c1ccc(C(=O)NCCSc2ccccn2)cc1 | 1% | 10% | -16% | 8% | 5% | -10%[10 µM] | -1% | -5%
3 | CCOc1ccc(-c2cc(CCCC(=O)NCCc3cc(OC)c(OC)c(OC)c3)no2)cc1 | 2% | · | -14% | · | 9% | · | 1% | ?
4 | COc1cc(C(=O)NCCC(C)C)ccc1OCc1ccc(Cl)cc1Cl | 4% | 16% | -5% | -2% | 6% | · | 0% | -8%
5 | COc1ccc(OC)c(C2=NOC(C(=O)NCC3CCCO3)C2)c1 (configuration not stated) | 5% | -1% | -4% | -9% | -5% | -18% | -1% | 3%
6 | Cc1nc2ncnn2c(C)c1CCC(=O)N1CCN(C(=O)c2ccco2)CC1 | -2% | 6% | 3% | -12% | -1% | -6% | -1% | 0%
7 | CCc1ccc(CNc2ccc(O)cc2)cc1 | -13% | 7.9µM* | ? | i | 7.1µM* | -6% | 0% | 3.2µM*
8 | COCc1cc(C)nc(N2CCOCC2)c1C#N | -24% | · | -1% | i | 9% | 7% | 2% | -3%
9 | Cc1cc(C(=O)N/N=C/c2cccc([N+](=O)[O-])c2)c(C)o1 | 4% | -1% | -2% | -6% | -5% | 2% | 0% | -15%
10 | Cc1ccc(N=C2NC(=O)/C(=C/c3cn(C)c4ccccc34)S2)cc1C | -7%[53 µM] | -2% | ? | -5% | 15% | 33%[10 µM] | 0%[53 µM] | 4µM*
11 | O=C1/C(=C\c2ccc(O)cc2)SC(=S)N1/N=C/c1ccc(O)cc1 | 5% | -18% | ? | -29% | 1% | 16%[10 µM] | -3% | 5µM*
12 | CCN(CC)c1ccc(NC(=O)c2cnn(CC)c2)cc1 | 4% | -14% | -22% | -1% | 4% | -25% | 1% | ?
13 | COc1cc(OC)c(NS(=O)(=O)c2cc3c(cc2C)N(C(C)=O)CCO3)cc1Cl | 6% | · | -4% | · | 2% | · | -13% | 1%
14 | CCOC(=O)c1c(NC(=O)CSc2cn(CCNC(=O)c3ccc(OC)cc3)c3ccccc23)sc2c1CCC2 | 9% | · | -24% | · | -12% | · | -5% | -7%
15 | COc1ccc(C(=O)On2c(-c3ccc(Br)cc3)nc3ccccc3c2=O)cc1 | 16% | -9% | -7% | 19% | -5% | 3%[10 µM] | -1% | -17%
16 | CCCn1nnnc1NCc1ccccc1OCc1cccs1 | 4% | · | -10% | 0% | -6% | 0% | -4% | -2%
17 | COc1cc(/C=N/NC(=S)NC2CC3CCC2C3)ccc1O (configuration not stated) | -1% | ? | ? | -12% | ? | -8%[10 µM] | -4% | -10%
18 | Nc1nnc(CC(=O)Nc2ccccc2)s1 | -13% | 56%[activator] | 11% | -12% | 3% | -5%[10 µM] | -5% | 1%
19 | CC1=CCC2C(=O)N(c3ccc(C)cc3)C(=O)C2C1 (configuration not stated) | -5% | · | -10% | i | 1% | -11% | -5% | -5%
20 | CCOC(=O)c1c(NC(=O)CN2C(=O)NC3(CCC(C)CC3)C2=O)sc(C)c1-c1ccc(C)cc1 (configuration not stated) | -10% | 33%[activator] | 7% | -8% | 6% | -8%[10 µM] | -7% | 6%
21 | COc1ccc(S(=O)(=O)N2CCN(Cc3nc4ccc(C)cc4o3)CC2)cc1 | 3% | · | -14% | · | 5% | · | 0% | -5%
22 | Cc1nc(Cl)c2c(n1)N(CC(N)=O)C(=O)CO2 | 0% | 0% | 5% | 1% | 2% | · | 3% | 4%
23 | CCOC(=O)C(C)(C)N(Cc1ccccc1C)S(=O)(=O)c1ccc(Cl)c([N+](=O)[O-])c1 | -4% | -1% | ? | -12% | 3% | · | -2% | ?
24 | CC(C)(C)C1CCc2oc3ccc(NS(=O)(=O)c4ccc(C(=O)O)cc4)cc3c2C1 (configuration not stated) | 8% | · | -18% | · | 13% | · | 0% | ?
25 | COc1ccc(-c2[nH]ncc2CN(C)CCc2c(C)n[nH]c2C)c(F)c1 | -3% | 2% | 1% | -3% | 6% | -51%[inhibitor] | -1% | -3%
26 | CCOC(=O)N1CCN(C(=O)c2cc3cc(Br)ccc3oc2=O)CC1 | -5% | · | -7% | -8% | 7% | -1% | -4% | -3%
27 | CCN(CC)S(=O)(=O)c1cc(OC)c(Cl)cc1Cl | 1% | · | -11% | -4% | -5% | 0%[10 µM] | -1% | -4%
28 | COCCN=c1scc(-c2cccs2)n1/N=C(\C)c1ccco1 | 0% | ? | ? | ? | 4% | -80%[inhibitor] | -3% | ?
29 | COc1cc(NC(=O)CSc2nc3ccccc3n2-c2ccccc2)c(C)cc1[N+](=O)[O-] | 11% | -9% | 7% | 11% | 2% | · | -4% | 8%
30 | CCCCC(CC)CNC(=O)c1ccc2c(=O)n(CCOC)c(=O)[nH]c2c1 (configuration not stated) | -2% | · | -14% | · | -7% | · | -1% | -4%
31 | CCOC(=O)c1cn[nH]c1N | 1% | -3% | 0% | -3% | 2% | -2% | 2% | -3%
32 | COC(=O)c1nc(NC(=O)c2ccc(Br)cc2)n[nH]1 | -8% | · | 5% | -5% | 1% | 4% | -1% | 9%
33 | O=S(=O)(c1ccc(C2CCCCC2)cc1)N1CCN(c2ncccn2)CC1 | -3% | · | 6% | -16% | 8% | 2% | 1% | 9%
34 | CCN(CCCNC(=O)c1ccc(Sc2ccc(F)cc2)c(NC(C)=O)c1)c1ccccc1 | -1% | · | ? | · | 9% | · | 0% | -7%
35 | CC1CCC2C(=O)N(c3ccc(NC4CCN(Cc5ccccc5)CC4)c([N+](=O)[O-])c3)C(=O)C2C1 (configuration not stated) | 1% | ? | -17% | -5% | 3% | -36%[inhibitor] | -1% | ?
36 | C/C(N)=C(/C#N)C(=O)CSc1nnc(Nc2ccccc2)s1 | 3% | 3% | -12% | -4% | 6% | -32%[inhibitor] | 3% | -9%
37 | Cc1ccc(NC(=O)C2CCN(c3cc(C)nc4c(-c5ccc(Cl)cc5)c(C)nn34)CC2)c(C)c1 | 1% | · | -12% | · | -1% | · | 2% | -7%
38 | COc1cccc(CNc2ncnc3c2nnn3C)c1 | -5% | · | 0% | · | -4% | · | 0% | 0%
39 | C=CC[C@](C)(O)c1ccccc1 | 7% | · | -10% | -2% | 4% | 3% | 0% | -8%
40 | NS(=O)(=O)c1ccc(CCNC(=O)CN2CCCCCC2)cc1 | -2% | ? | 2% | -2% | 0% | -27% | -1% | -2%

Entries shown so far that contain bromine, in the order listed:
No. | SMILES | TRb SRC2 PPI | L3MBTL1 block | Tau fluor counter | RECQ1 helicase | Tau FP inhib | HTT cytoprotect | TexasRed fluor | Tau ThT inhib
15 | COc1ccc(C(=O)On2c(-c3ccc(Br)cc3)nc3ccccc3c2=O)cc1 | 16% | -9% | -7% | 19% | -5% | 3%[10 µM] | -1% | -17%
26 | CCOC(=O)N1CCN(C(=O)c2cc3cc(Br)ccc3oc2=O)CC1 | -5% | · | -7% | -8% | 7% | -1% | -4% | -3%
32 | COC(=O)c1nc(NC(=O)c2ccc(Br)cc2)n[nH]1 | -8% | · | 5% | -5% | 1% | 4% | -1% | 9%

(more compounds)
No. | SMILES | TRb SRC2 PPI | L3MBTL1 block | Tau fluor counter | RECQ1 helicase | Tau FP inhib | HTT cytoprotect | TexasRed fluor | Tau ThT inhib
41 | N#Cc1c(F)cccc1N1CCOCC1 | -15% | · | 0% | i | 8% | 6%[10 µM] | 2% | 3%
42 | Cc1c(C(=O)O)cccc1-c1ccc(C=O)o1 | 9% | ? | 3% | -8% | 3% | 14%[10 µM] | -4% | 4%
43 | C[C@@H]1C[C@@H]2OC(=O)[C@]3(C)[C@H]2[C@@H](OC3(C)O)[C@]2(C)C(=O)C=C[C@H]12 (some centres not stated) | 3% | · | 17% | -8% | -10% | 3%[10 µM] | -1% | -16%
44 | CCn1c(/C=C/N(C(C)=O)c2ccccc2)[n+](CC)c2ccc(Cl)cc21 | -16% | 12% | -1% | 4% | 9% | 17%[10 µM] | -2% | -3%
45 | CCN=C1Sc2nc3ccc(OCC)cc3cc2CN1CCOC | -5% | · | -19% | -10% | 1% | -15% | -2% | -21%
46 | CCN(CC)S(=O)(=O)c1cc(C(=O)N(C)CC(=O)Nc2ccc(Cl)cc2)ccc1Cl | -1% | 3% | -28% | -2% | -18% | ? | 0% | 0%
47 | Cc1nn(CCCC(=O)NCc2cccc(Cl)c2)c(=O)c2c1sc1ccccc12 | 5% | · | ? | · | -10% | · | 0% | -1%
48 | CCOC(=O)C1=C(CNC2CCCCC2)NC(=O)NC1c1cc(C)ccc1C (configuration not stated) | -1% | · | -4% | i | -10% | 6% | -1% | -15%
49 | CCCCN1C(=O)c2[nH]nc(-c3ccccc3O)c2C1c1ccc(OCc2ccccc2)c(OC)c1 (configuration not stated) | 4% | · | ? | · | -17% | · | -26% | -17%
50 | CCOC(=O)C(=CNCC(=O)OC)C(=O)OCC | -2% | -2% | -12% | 4% | -2% | 11%[10 µM] | -5% | -13%
51 | CCOc1cccc(OCCCCN2CCOCC2)c1 | 5% | -8% | -7% | -7% | -7% | 6% | 1% | -7%
52 | CCOc1cc(/C=C2/NC(=O)N(CC(=O)OC)C2=O)ccc1OC | -6% | · | 0% | -2% | 8% | -22% | -1% | 0%
53 | O=C(NC1CCCCCC1)c1ccc2c(c1)sc1nc(-c3ccc(F)cc3)cn12 | -12% | · | -24% | · | -2% | · | 1µM*[quencher] | ?
54 | Cc1ccc2c(Cl)c(C(=O)NCCc3ccccc3)sc2c1 | 2% | 27% | -6% | -4% | 4% | · | -3% | ?
55 | Cc1cc(=O)oc2cc(OCC(=O)OCC(=O)NC(=O)NC(C)C)ccc12 | 1% | 5% | -1% | i | -1% | 20%[10 µM] | -1% | 1%

These rows are one share of the data; rates above refer to the full screens.
